Source: PubChem (The Scripps Research Institute Molecular Screening Center)
TEAD-YAP block – TEAD-YAP interaction inhibition; HEK-TIYL cells, TEAD-Gal4/YAP UAS-luciferase luminescence; inhibition, % at 9.12 µM; actives 1.4% (n = 640,000); AID 1259422; in the data active = inhibition above about 32%;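 note: 0% = median of test compound wells and 100% = reference inhibitor wells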
MITF inh – inhibitors of human MITF; O75030; AlphaScreen MITF homodimerization, bead proximity signal; inhibition, % at 2.6 µM; actives 0.91% (n = 650,000); in the data active = inhibition above about 50%;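 note: 0% = vehicle wells with protein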
FBW7 activator – human FBW7 E3 ligase activation, primary screen; actives 0.13% (n = 650,000); normalized activity (activation), % at 26.1 µM; AlphaScreen FBW7–phospho-cyclin E peptide binding, activator screen; Q969H0; in the data active = normalized activity above about 1.9%;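 note: purified mutant Fbw7 with reduced substrate affinity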
Target sequence (Q969H0 whole entry, looked up): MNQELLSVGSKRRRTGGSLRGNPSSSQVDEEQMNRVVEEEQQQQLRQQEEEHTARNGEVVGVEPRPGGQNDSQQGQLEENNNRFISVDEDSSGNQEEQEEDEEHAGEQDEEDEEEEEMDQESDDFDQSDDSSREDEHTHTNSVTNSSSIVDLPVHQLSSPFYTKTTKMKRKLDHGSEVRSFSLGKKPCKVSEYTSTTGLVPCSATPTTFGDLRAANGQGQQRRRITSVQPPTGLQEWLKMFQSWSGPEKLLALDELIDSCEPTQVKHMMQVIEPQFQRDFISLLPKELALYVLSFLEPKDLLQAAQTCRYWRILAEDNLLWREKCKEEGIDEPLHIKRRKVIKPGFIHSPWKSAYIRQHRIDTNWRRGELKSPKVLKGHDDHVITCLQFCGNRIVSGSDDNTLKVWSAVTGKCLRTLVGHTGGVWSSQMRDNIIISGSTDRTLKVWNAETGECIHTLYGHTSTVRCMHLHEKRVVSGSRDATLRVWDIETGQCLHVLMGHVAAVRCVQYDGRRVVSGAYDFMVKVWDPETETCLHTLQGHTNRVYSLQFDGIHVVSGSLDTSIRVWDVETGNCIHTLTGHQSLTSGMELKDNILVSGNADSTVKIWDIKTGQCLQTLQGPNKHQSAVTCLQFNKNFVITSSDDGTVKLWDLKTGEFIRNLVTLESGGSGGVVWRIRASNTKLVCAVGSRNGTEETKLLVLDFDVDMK
GPR151 activ – activators of human GPR151; Q8TDV0; activation, % at 11.2 µM; actives 1% (n = 650,000); PathHunter beta-arrestin GPR151 cells, luminescence; in the data active = activation above about 4.9%;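 note: 0% = median of compound wells and 100% = cells with positive control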
* marks the source's active call; other numbers are inactive results.

1: O=C(NCc1nc2ccccc2[nH]1)C12CC3CC(CC(C3)C1)C2
2: CCOC(=O)C1=C(C)N=c2s/c(=C\c3c(OCC)ccc4ccccc34)c(=O)n2C1c1ccc(OC)c(OC)c1 (centres undefined)
3: CCCn1c(SCC(=O)c2ccc(Br)cc2)nc2ccccc21
4: CCOC(=O)N1CCN(C(=O)COc2ccc(Cl)cc2)CC1
5: O=C1OC(c2ccc(Cl)c(Cl)c2)=N/C1=C/c1ccc(Cl)c(Cl)c1
6: CCOC(=O)N1CCN(C(=S)Nc2ccc(C)c(Cl)c2)CC1
7: COc1ccccc1CNC(=O)CCNC(=O)c1ccc(OC)c(OC)c1
8: O=C(Cn1ncc2ccccc21)NC1CCN(Cc2ccccc2)CC1
9: COc1cccc(CNC(=O)c2c(C)nc3c(C)cccn23)c1
10: NS(=O)(=O)c1ccccc1C(=O)N/N=C(/CCC(=O)O)C(=O)O
screen / no.	1	2	3	4	5	6	7	8	9	10
MITF inh	-4	-6	8	11	10	14	3	5	9	2
FBW7 activator	0.1	-0.2	0.0	0.3	0.2	0.0	0.0	0.0	0.2	0.1
TEAD-YAP block	1	-3	-4	5	2	-6	5	4	28	9
GPR151 activ	-0.9	0.5	0.8	-1.2	1.2	2.1	-0.7	0.3	0.0	3.3

11: O=C(NCc1ccc(Cl)c(Cl)c1)c1ccc(N2CCN(c3ccccn3)CC2)c([N+](=O)[O-])c1
12: COC(=O)Nc1ccc(OCC(=O)N2CCOCC2)cc1
13: Oc1oc(-c2ccccc2Br)nc1C=Nc1ccc(Cl)cn1
14: O=C(CCCn1c2ccccc2c2cn[nH]c(=O)c21)NC1CCN(Cc2ccccc2)CC1
15: Cc1ccc(C)c(NC(=O)CN2C(=O)CCSc3ccccc32)c1
16: CC1(C)CC(=NNC(=O)c2n[nH]c3c2CCC3)CC(C)(C)N1
17: CC(=Nc1ccccc1C(F)(F)F)C1=C(O)c2ccccc2C1=O
18: CN(c1ccccc1)c1nc(OC(C(F)(F)F)C(F)(F)F)nc(OC(C(F)(F)F)C(F)(F)F)n1
19: COc1ccc(Cl)cc1NC(=O)c1sc2ncnc(N3CCc4ccccc4C3)c2c1C
20: Cc1c(C(=O)NCC(C)C)sc2nc(-c3ccc(F)cc3)cn12
screen / no.	11	12	13	14	15	16	17	18	19	20
MITF inh	-2	-3	-1	-1	12	4	-11	-14	7	19
FBW7 activator	-0.2	-0.1	-0.1	0.1	0.0	0.1	-0.1	0.0	0.0	0.0
TEAD-YAP block	8	-9	-4	5	14	62*	-17	0	6	-27
GPR151 activ	-1.1	1.6	1.1	-0.6	4.8	3.2	0.9	0.8	-1.7	0.2

21: CC(C)(CO)NC(=S)NC(=O)/C=C/c1ccc(S(=O)(=O)N2CCOCC2)cc1
22: CCOC(=O)c1c(NC(=O)CSc2nnc(CNC(=O)c3cccs3)n2-c2ccc(F)cc2)sc2c1CCC2
23: CC(C)(C)NC(=O)NC(=O)COC(=O)C1CC(=O)N(Cc2ccccc2)C1 (centres undefined)
24: Cc1ccc(CNS(=O)(=O)c2ccc(CN3C(=O)c4cccnc4C3=O)cc2)o1
25: O=C(c1cccc(S(=O)(=O)N2CCOCC2)c1)N1c2ccccc2Sc2ccccc21
26: COCCC(=O)N1CCC(C(=O)Nc2ccc(-c3nc4ccccc4o3)cc2)CC1
27: COc1ccccc1-c1nc(Cn2cnc3cc(C)c(C)cc32)no1
28: CCOC(=O)c1c(NC(=O)CSc2nnc(CNC(=O)c3ccccc3F)n2-c2cccc(C(F)(F)F)c2)sc2c1CCC2
29: CCOC(=O)c1c(NC(=O)CSc2nnc(CNC(=O)COc3ccccc3)n2-c2cccc(C)c2C)sc2c1CCC2
30: CCOc1ccc(NC(=O)CSC2=C(C#N)C(c3cccs3)C(C(=O)Nc3ccccc3)=C(C)N2)cc1 (centres undefined)
screen / no.	21	22	23	24	25	26	27	28	29	30
MITF inh	6	-11	-7	13	20	3	-3	-24	3	17
FBW7 activator	0.0	0.1	-0.1	0.2	0.7	-0.1	0.7	0.4	-0.1	0.3
TEAD-YAP block	5	-7	5	0	-3	-17	33*	-11	7	14
GPR151 activ	-1.2	1.2	-0.1	-0.5	-1.5	0.9	2.6	-0.1	1.5	0.6

31: COC(=O)C1=C(C(=O)c2ccc(C)cc2)C(c2ccc(C(=O)OC)cc2)n2nnnc2N1 (centres undefined)
32: CC1(C)CC(=O)c2cc(C(=O)N3CCCCC3)c(=O)n(-c3ccc(Cl)cc3)c2C1
33: CCOc1ccc(S(=O)(=O)Nc2cc(F)ccc2F)c2cccnc12
34: COC(=O)CSc1nc2sc3c(c2c(=O)n1Cc1ccccc1)CCC(C(C)(C)C)C3 (centres undefined)
35: O=C(NCCc1nc(-c2ccccc2)cs1)c1ccc(Br)cc1
36: CC(=O)Nc1ccc(NC(=O)[C@@H](NC(=O)c2ccc(C(C)(C)C)cc2)C(C)C)cc1
37: COc1ccc(-n2nc(C(=O)NCC(=O)NCc3ccccn3)c3ccccc3c2=O)c(OC)c1
38: Cc1ccc(C2SCCN2S(=O)(=O)c2ccc(F)cc2)cc1 (centres undefined)
39: CCOC(=O)c1cc2sc(Br)cc2n1CC(=O)N1CCOCC1
40: COc1ccc(C2(C(F)(F)F)NC(=O)N3C=CC=CC3=C2C#N)cc1 (centres undefined)
screen / no.	31	32	33	34	35	36	37	38	39	40
MITF inh	-4	12	-17	2	13	-4	5	0	6	-3
FBW7 activator	0.1	0.1	0.0	0.4	0.1	-0.1	0.0	-0.1	0.0	-0.1
TEAD-YAP block	-3	-3	-8	-5	6	-3	5	-2	2	-6
GPR151 activ	-0.6	1.8	0.0	-0.1	0.0	0.2	-0.2	1.3	-0.5	0.7

41: CC1Cc2nc(SCC(N)=O)n(CCc3ccccc3)c(=O)c2S1 (centres undefined)
42: Cc1cc(I)ccc1Nc1nc(NC2CCCCC2)nc(N2CCOCC2)n1
43: CCOCCOC(=O)c1cccc(NC(=O)c2ccccc2Cl)c1
44: COc1ccc([N+](=O)[O-])cc1NC(=O)c1ccc(C)o1
45: O=C(Cc1n[nH]c(=O)c2ccccc12)N1CCC(n2nnc(-c3ccc(F)cc3)n2)CC1
46: COc1ccc(C(=O)Nc2ccc(-c3nc4ccc(C)cc4s3)cc2)cc1OC
47: Cc1c(-c2nnc(-c3ccc4c(c3)OCO4)o2)cccc1[N+](=O)[O-]
48: COC(=O)c1ccc(OC(=O)c2cccc(C(=O)OC(C)C)n2)cc1
49: CCOC(=O)c1ccc(NC(=O)C(=O)N2CCOCC2)cc1
50: COCCc1nnc(NC(=O)c2cccc(C)c2)s1
screen / no.	41	42	43	44	45	46	47	48	49	50
MITF inh	0	17	-10	13	11	1	16	-16	-11	20
FBW7 activator	0.0	0.1	-0.1	0.1	-0.1	0.0	1.8	-0.1	0.2	0.2
TEAD-YAP block	11	1	-16	-2	14	-2	-22	-9	-24	-46
GPR151 activ	1.0	0.0	0.5	9.7*	0.8	0.6	-0.2	1.0	-1.2	-2.1

Taken from above:
NS(=O)(=O)c1ccccc1C(=O)N/N=C(/CCC(=O)O)C(=O)O | GPR151 activ: 3.3
COCCc1nnc(NC(=O)c2cccc(C)c2)s1 | TEAD-YAP block: -46

The list continues:
51: Cc1c(C(=O)Nc2c3c(nn2-c2cccc(Cl)c2)CS(=O)(=O)C3)cccc1[N+](=O)[O-]
52: CC(=O)C1=C(O)C(=O)N(c2ccc(F)cc2)C1c1ccc(F)cc1 (centres undefined)
53: Cc1ccc(-c2nnc3ccc(SCC(=O)NCC4CCCO4)nn23)cc1 (centres undefined)
54: COc1ccc(S(N)(=O)=O)cc1N(C)S(=O)(=O)c1ccc(Cl)cc1
55: CCOC(=O)C1=C(C)NC(=S)NC1c1ccc(O)c(O)c1 (centres undefined)
56: CCc1ccc(N/C(SCc2ccc(Cl)cc2)=C(/C#N)C(=O)NCc2ccco2)cc1
57: O=C1C2C3C=CC(C3=C3CCCCC3)C2C(=O)N1Cc1ccccc1 (centres undefined)
58: O=[N+]([O-])c1ccc(/C=N/NC2=Nc3cccc4cccc2c34)cc1
59: COCC(=O)NC(c1nnc2n1CCN(CC=C(C)C)CC2)C(C)C (centres undefined)
60: Cc1cccc(C)c1OCC(=O)NNC(=O)c1ccoc1C
screen / no.	51	52	53	54	55	56	57	58	59	60
MITF inh	6	-17	0	-3	19	2	6	4	-13	17
FBW7 activator	-0.1	-0.1	-0.2	0.1	0.3	-0.1	0.0	-0.1	-0.1	0.1
TEAD-YAP block	2	-2	-6	-1	-4	-1	5	-27	-8	6
GPR151 activ	-0.2	-0.8	0.3	-1.7	-1.1	-0.3	1.3	6.3*	0.1	-0.9

61: CCOc1ccc2c(c1)CC(C(=O)Nc1ccc(-c3cn[nH]c3N)cc1)NC2 (centres undefined)
62: Cc1ccc(S(=O)(=O)Nc2ccc(S(=O)(=O)NCC3CCCO3)cc2)cc1 (centres undefined)
63: Cc1ccc(NC(=O)c2cc3c(CO)cnc(C)c3oc2=Nc2ccccc2)cc1C
64: CCOC(=O)N1CCC(NC(=O)c2ccc(N3CC4CC(C3)c3cccc(=O)n3C4)c(NC(=O)c3ccc(C(C)(C)C)cc3)c2)CC1 (centres undefined)
65: C=C(C)CNc1nc2nonc2nc1NCCOC
66: CCOc1ccc2nc(SCC(=O)OC)[nH]c2c1
67: CCN(CC)S(=O)(=O)c1cc(C(=O)NC(C)(C)C)ccc1Cl
68: CCCNC(=O)c1cncc(-c2ccc(OC)cc2)c1
69: CCCN1CCC(NCCc2ccccc2F)CC1
70: COCCOC(=O)c1c(C)oc2ccc(OC(=O)/C=C/c3ccc(Br)o3)cc12
screen / no.	61	62	63	64	65	66	67	68	69	70
MITF inh	-14	5	0	1	-7	-2	13	4	7	3
FBW7 activator	-0.2	0.0	-0.4	0.4	-0.2	-0.1	0.6	-0.1	0.0	0.2
TEAD-YAP block	10	2	7	-13	-3	7	-10	-7	-7	-4
GPR151 activ	-1.3	0.1	0.1	-0.1	-0.4	-0.7	-0.8	0.4	2.2	-1.4

71: CC(C(=O)NC1CCCC1)N1c2cccc3cccc(c23)S1(=O)=O (centres undefined)
72: O=C(O)CCC(=O)Nc1nc2n(n1)C(c1ccccc1)C=C(c1ccc(Cl)cc1)N2 (centres undefined)
73: CCC(C)NC(=O)CCc1c(C)nc2c3cccnc3nn2c1C (centres undefined)
74: Cc1onc(-c2ccccc2)c1C(=O)N1CCC[C@@H]2CN(Cc3cccs3)CC[C@H]21
75: COc1cccc2c1OCCCN(C(=O)Cn1cc(NC(=O)c3ccccn3)cn1)C2
76: O=C(COc1ccc(F)cc1F)Nc1ccc(Cl)cc1
screen / no.	71	72	73	74	75	76
MITF inh	-2	3	12	11	-1	4
FBW7 activator	0.0	-0.1	0.0	0.7	0.0	0.7
TEAD-YAP block	12	0	5	17	-17	-51
GPR151 activ	2.4	0.3	-0.2	0.3	-0.5	1.6

Gathered by group: the compounds so far containing an aryl methoxy group.
2: CCOC(=O)C1=C(C)N=c2s/c(=C\c3c(OCC)ccc4ccccc34)c(=O)n2C1c1ccc(OC)c(OC)c1 (centres undefined)
7: COc1ccccc1CNC(=O)CCNC(=O)c1ccc(OC)c(OC)c1
9: COc1cccc(CNC(=O)c2c(C)nc3c(C)cccn23)c1
19: COc1ccc(Cl)cc1NC(=O)c1sc2ncnc(N3CCc4ccccc4C3)c2c1C
27: COc1ccccc1-c1nc(Cn2cnc3cc(C)c(C)cc32)no1
37: COc1ccc(-n2nc(C(=O)NCC(=O)NCc3ccccn3)c3ccccc3c2=O)c(OC)c1
40: COc1ccc(C2(C(F)(F)F)NC(=O)N3C=CC=CC3=C2C#N)cc1 (centres undefined)
44: COc1ccc([N+](=O)[O-])cc1NC(=O)c1ccc(C)o1
46: COc1ccc(C(=O)Nc2ccc(-c3nc4ccc(C)cc4s3)cc2)cc1OC
54: COc1ccc(S(N)(=O)=O)cc1N(C)S(=O)(=O)c1ccc(Cl)cc1
68: CCCNC(=O)c1cncc(-c2ccc(OC)cc2)c1
75: COc1cccc2c1OCCCN(C(=O)Cn1cc(NC(=O)c3ccccn3)cn1)C2
screen / no.	2	7	9	19	27	37	40	44	46	54	68	75
MITF inh	-6	3	9	7	-3	5	-3	13	1	-3	4	-1
FBW7 activator	-0.2	0.0	0.2	0.0	0.7	0.0	-0.1	0.1	0.0	0.1	-0.1	0.0
TEAD-YAP block	-3	5	28	6	33*	5	-6	-2	-2	-1	-7	-17
GPR151 activ	0.5	-0.7	0.0	-1.7	2.6	-0.2	0.7	9.7*	0.6	-1.7	0.4	-0.5
